ERp5 inh: ERp5 (human) disulfide isomerase inhibition. Q15084. ERp5 insulin aggregation, absorbance 650 nm, 90 min. inhibition, % at 9.99 µM. 350,000 tested, 0.05% active. AID 651711;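 active = mean replicate inhibition above about 25%, with every replicate also reaching it, limit read from the data, passing the limit was not always enough; inconclusive = only one of those two criteria met; inactive = neither criterion met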
Target sequence (Q15084 whole entry, looked up): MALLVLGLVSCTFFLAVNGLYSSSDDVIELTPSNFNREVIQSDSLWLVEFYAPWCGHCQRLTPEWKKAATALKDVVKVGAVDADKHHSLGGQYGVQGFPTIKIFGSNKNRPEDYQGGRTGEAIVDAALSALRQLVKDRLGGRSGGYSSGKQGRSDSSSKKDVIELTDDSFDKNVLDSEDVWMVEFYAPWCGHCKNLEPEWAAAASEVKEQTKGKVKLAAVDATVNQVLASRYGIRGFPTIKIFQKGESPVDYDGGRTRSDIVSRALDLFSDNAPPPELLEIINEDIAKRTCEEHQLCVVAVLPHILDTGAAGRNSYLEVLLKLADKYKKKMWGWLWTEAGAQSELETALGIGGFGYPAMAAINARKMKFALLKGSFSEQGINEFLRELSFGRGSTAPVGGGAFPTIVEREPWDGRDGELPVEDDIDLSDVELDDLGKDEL
DENV2 CPE rescue: inhibitors of DENV2 cytopathic effect. DENV2-infected cells, cytopathic effect rescue, plate reader. CPE inhibition, % at 9.99 µM. 350,000 tested, 1.7% active. AID 651640; in the data active = CPE inhibition above about 20%, passing the limit was not always enough; inconclusive = no clear call, values can overlap the other calls; tested in BHK-21 cells;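 note: 0% = median of neutral control wells and 100% = median of positive control wells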
GSIS activator: GLuc luminescence reporter in INS-1E cells, primary screen for activators of glucose-dependent secretion of insulin. INS-1E GLuc reporter insulin secretion, 2-3 h. activation, % at 16.6 µM. 370,000 tested, 0.61% active. AID 743287;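 active = lowest replicate activation of at least 40%, so every replicate reaches that level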;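 note: 0% = median of neutral control wells and 100% = median of IBMX positive control wells; some compounds called inactive have numbers as strong as hits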
Xi reactivation: reactivates the inactive X chromosome in mouse fibroblasts; XiGFP mouse fibroblasts, % GFP-positive cells imaging, 3 d; cells co-treated with 5-aza-dC sensitizer; scaled so ellipticine positive control = 100%; activation, % at 7.58 µM; 360,000 tested, 0.055% active;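 active = mean normalized replicate activation at least 10% and every replicate at or above 10%; inconclusive = only one of the two criteria met; inactive = mean below 10% and not all replicates reach 10%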;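 note: 0% = median of on-plate neutral control wells and 100% = ellipticine 6 µM median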
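System: 68-5-11 XiGFP fibroblast line; Timing: 3 days compound exposure; Compound dosing: one concentration, pinned; Benchmarks: positive control ellipticine, 6 µM final; Buffer or medium: DMEM containing 5-aza-dC.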
CFTR F508del cor: correctors of CFTR F508del function in bronchial epithelial cells; AID 720511; CFBE cells, YFP halide quenching; stimulated with forskolin plus potentiator P3; % fluorescence drop versus neutral controls; activity (quench increase), % at 7.58 µM; 350,000 tested, 0.36% active;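 active = mean added fluorescence quench of at least 8% versus neutral control, with both replicates also reaching 8%; inconclusive = only one of the mean or replicate conditions met; inactive = mean below 8% and not both replicates reaching 8%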;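 note: cells transiently co-express mutant CFTR-F508del with the halide-sensitive YFP; corrector assay measuring rescue of mutant channel to the surface after 24 h compound exposure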
PAX8 reporter: lowers PAX8-driven luciferase in RMG-I cells | RMG-I TPO-luciferase reporter, SteadyGlo, 24 h | inhibition, % at 12.6 µM | 360,000 tested, 1.2% active;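 active = mean replicate inhibition at least 60% with every replicate also reaching 60%; inconclusive = only one of the two criteria is met; inactive = mean below 60% and not all replicates reaching 60%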;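 note: luciferase light reporting Pax8 driven TPO promoter activity; plate controls were median of neutral control wells for no effect and mitoxantrone controls for full effect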
EWS-Fli block: blocks EWS/Fli oncoprotein-driven transcription | A673 NR0B1-luciferase reporter, viability-normalised | inhibition, % at 12.6 µM | 350,000 tested, 0.67% active | AID 651661;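 active = mean inhibition of at least 50% after viability correction, with every replicate also passing that limit; inconclusive = mean reaches 50% but only one of two replicates passes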;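 note: firefly luciferase signal divided by Alamar Blue viability fluorescence both relative to DMSO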
ARNT TACC3 PPI: disruptors of human ARNT/TACC3 interaction; Q9Y6A5; 390,000 tested, 0.66% active; inhibition, % at 9.99 µM; AlphaScreen His-ARNT PAS-B/GST-TACC3 binding, luminescence; TACC3 fragment carries E629A point mutation;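 active = mean inhibition of replicates at least 50% and at least half of replicates each reaching 50%; inconclusive = half or more replicates reach 50% but mean below 50%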;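 note: 0% = complete ARNT plus TACC3 wells and 100% = ARNT alone without TACC3; many hits fall short of the cut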
* hit, by the source's call; ? = inconclusive; . = no result given. An unsorted share of the library; any-hit rate near 4.2%.

SMILES | ERp5 inh | DENV2 CPE rescue | GSIS activator | Xi reactivation | CFTR F508del cor | PAX8 reporter | EWS-Fli block | ARNT TACC3 PPI
COC(=O)Cc1cc(=O)oc2cc(OC)ccc12 | -2.2 | 3.0 | 29.6 | . | -1.5 | . | -3.0 | -6.8
COCC(=O)N1CC2(CCN(Cc3ccccc3)CC2)c2c(n(C)c3cc(OC)ccc23)[C@H]1CO | 2.7 | ? | -12.4 | -0.1 | -1.9 | . | -7.2 | .
Cc1ccc(OCC(=O)N(C)CC(=O)N(CC(C)C)c2c(N)n(CC(C)C)c(=O)[nH]c2=O)c(C)c1 | 0.8 | -0.9 | -12.6 | 0.0 | 1.5 | -0.9 | 0.8 | -0.9
C[C@H]1CN([C@@H](C)CO)C(=O)c2cc(C#CCc3ccccc3)cnc2O[C@@H]1CN(C)Cc1cccnc1 | -5.2 | 5.8 | -7.9 | -1.0 | -2.9 | . | -3.8 | -2.2
Cn1c(CCNC(=O)c2cccs2)nnc1SCC(=O)Nc1nc(-c2ccccc2)cs1 | -7.7 | 0.0 | 10.9 | . | 5.1 | . | -15.3 | 2.6
COc1ccc2c3c([nH]c2c1)[C@H](CO)N(Cc1ccc(Cl)cc1)CC31CCN(Cc2nccs2)CC1 | 5.7 | -0.9 | -0.8 | 0.2 | 4.0 | 15.4 | 12.8 | .
CCOC(=O)N1CCN(C(=S)NC2CCCC2)CC1 | -0.4 | -4.2 | -2.1 | 1.2 | 2.5 | 12.8 | 2.1 | -0.1
COC(=O)C1CC(Cl)CN1c1ncc(C(F)(F)F)cc1Cl (configuration not stated) | -1.0 | -3.5 | 5.6 | 0.2 | 1.2 | -20.4 | -2.5 | -9.8
C[C@@H]1CN([C@H](C)CO)C(=O)c2cc(NS(=O)(=O)c3cn(C)cn3)ccc2O[C@@H](C)CCCCO[C@@H]1CN(C)C(=O)Cc1ccccc1 | -5.5 | -1.2 | 6.0 | -0.2 | 1.8 | -3.8 | -9.0 | 1.6
O=C(NC12CC3CC(CC(C3)C1)C2)N1CCN(c2ccccn2)CC1 | -3.6 | 1.8 | -2.8 | . | -1.4 | . | 2.9 | 41.9
CCCC(=O)Nc1ccc2c(c1)C(=O)N(C)C[C@H](OC)[C@H](C)CN(Cc1cncnc1)[C@H](C)CO2 | . | . | 13.6 | 0.0 | -1.4 | 2.6 | -0.5 | .
N#C[C@H]1[C@H](c2ccccc2)[C@@H](CO)N1C(=O)C1CCCC1 | 2.2 | -1.0 | 9.1 | 0.2 | -2.0 | 5.3 | 2.3 | 9.4
Cc1ccc(C=NNC(=O)C(=O)Nc2ccc(Cl)c([N+](=O)[O-])c2)cc1 | 1.6 | -14.2 | -0.7 | 0.2 | -0.7 | -14.9 | -1.6 | .
CCN(C(=O)CSc1ncccn1)c1c(N)n(Cc2ccccc2)c(=O)[nH]c1=O | -5.8 | -0.8 | 9.9 | 0.0 | -3.8 | 1.5 | -0.6 | -3.6
C[C@H](CO)N1C[C@H](C)[C@@H](CN(C)CC2CC2)OCCCC[C@H](C)Oc2ccc(NC(=O)c3ccccc3)cc2C1=O | -5.4 | 6.2 | 1.7 | 0.0 | -0.1 | 2.6 | . | -2.3
Cc1noc(C)c1NC(=O)Nc1ccc2c(c1)CC(=O)N([C@@H](C)CO)C[C@@H](C)[C@H](CN(C)C(=O)NC(C)C)O2 | . | -5.0 | 10.5 | -0.7 | 0.7 | -6.2 | -5.2 | 2.6
COc1cccc(NC(=O)N2CC(=O)N3[C@H](CO)[C@H](c4ccc(C#CCC5CCCC5)cc4)[C@@H]3C2)c1 | -4.9 | 6.1 | -12.5 | 0.2 | 1.2 | 0.5 | -4.2 | .
CCOc1ccc(-n2c(=O)c3c4c(sc3n(CC(=O)NCC3CCCO3)c2=O)CCC4)cc1 (configuration not stated) | -1.5 | 1.7 | 10.1 | -0.1 | -1.0 | 16.7 | 0.7 | -6.7
CC1CCCCN1S(=O)(=O)c1cccc2cccnc12 (configuration not stated) | -7.1 | -7.9 | 3.1 | -0.1 | 3.7 | 20.0 | -13.2 | -3.9
Cc1noc(C)c1S(=O)(=O)Nc1ccc2c(c1)CC(=O)N([C@H](C)CO)C[C@@H](C)[C@H](CN(C)C(=O)Nc1cccc3ccccc13)O2 | -4.8 | 17.4 | -12.1 | 0.3 | 2.3 | . | 4.3 | 1.1
C[C@@H]1CN([C@H](C)CO)C(=O)c2cc(NC(=O)CCN3CCOCC3)ccc2O[C@H]1CN(C)Cc1ccc(C(F)(F)F)cc1 | 8.1 | 14.0 | 2.2 | -0.2 | 0.4 | -1.1 | . | 0.0
CCCCc1c(-c2ccc(F)cc2)ncn1CCc1ccccc1OC | -3.9 | 5.8 | 33.8 | 0.1 | 2.8 | -9.9 | 17.7 | .
COCC(=O)N1CC2(C1)[C@@H](c1ccccc1)[C@H](CO)N2C(=O)c1cccnc1 | 7.8 | 3.6 | 0.3 | 0.3 | 2.8 | -5.0 | -42.4 | .
Cc1cc(C)c2c(n1)SCC(=O)N2CC(=O)Nc1c(C)cccc1C | -1.6 | 1.0 | 12.8 | 0.3 | -1.0 | -1.8 | -4.7 | -0.7
CN(C)c1cccc(/C=C(\C#N)c2ccccc2)c1 | 1.8 | -3.9 | -1.8 | 0.1 | 7.1 | -50.7 | 55.0* | 13.8

The list goes on; the last 2 above are carried over.
SMILES | ERp5 inh | DENV2 CPE rescue | GSIS activator | Xi reactivation | CFTR F508del cor | PAX8 reporter | EWS-Fli block | ARNT TACC3 PPI
Cc1cc(C)c2c(n1)SCC(=O)N2CC(=O)Nc1c(C)cccc1C | -1.6 | 1.0 | 12.8 | 0.3 | -1.0 | -1.8 | -4.7 | -0.7
CN(C)c1cccc(/C=C(\C#N)c2ccccc2)c1 | 1.8 | -3.9 | -1.8 | 0.1 | 7.1 | -50.7 | 55.0* | 13.8
Cc1ccc2[nH]c(=O)c3cc(C(=O)N(C)c4ccc(C)c(C)c4)sc3c2c1 | -4.1 | 6.0 | 0.7 | -0.2 | -3.7 | 11.5 | 25.4 | 16.6
O=C(Cc1ccccn1)N[C@@H]1CC[C@H](CCn2cc(-c3cccnc3)nn2)O[C@@H]1CO | -0.4 | -1.1 | 3.6 | 0.2 | 0.1 | -4.2 | -5.3 | 13.3
CO[C@@H]1CN(C)C(=O)c2cc(NC(=O)C3CCC3)ccc2OC[C@H](C)N(C(=O)CN(C)C)C[C@@H]1C | -1.2 | -0.6 | 19.9 | 1.0 | 4.6 | 2.0 | 6.0 | -0.2
C[C@H]1CN([C@@H](C)CO)C(=O)c2cccc(NC(=O)Nc3ccc4c(c3)OCO4)c2O[C@@H]1CN(C)C(=O)Nc1cccc2ccccc12 | -2.5 | 4.2 | -3.2 | 0.0 | 7.0 | -7.3 | -11.6 | .
O=C(c1cccnc1)N1CC(=O)N2[C@@H](CO)[C@@H](c3ccc(/C=C/c4ccccc4)cc3)[C@@H]2C1 | 6.7 | 8.5 | -18.3 | -0.1 | 0.8 | 52.4 | -9.1 | .
CN(C)C(=O)[C@@H]1[C@@H](CO)[C@@H]2Cn3c(ccc(C4=CCCC4)c3=O)[C@@H]2N1C(=O)c1ccccc1F | 6.6 | -0.8 | 0.1 | 0.1 | . | 3.2 | 3.8 | 4.7
Cc1ccc(Cn2cc(C(=O)c3ccc(F)cc3)c(=O)c3cc4c(cc32)OCCO4)cc1 | 3.0 | -5.6 | -2.5 | 0.1 | -1.0 | 18.9 | 4.1 | 2.0
O=C(C[C@H]1C=C[C@H](NS(=O)(=O)c2cccc(F)c2)[C@H](CO)O1)N1CCCCC1 | -0.6 | -5.3 | -6.2 | 0.2 | -2.2 | -9.9 | -4.2 | .
CCN1C(=O)C(O)(CC(=O)c2c(C)coc2C)c2ccccc21 (configuration not stated) | -1.0 | -0.1 | 9.0 | -0.1 | 1.4 | -8.5 | 11.1 | 6.1
C[C@@H]1CN([C@H](C)CO)C(=O)c2cc(/C=C/c3ccccc3)cnc2O[C@H]1CN(C)S(C)(=O)=O | -3.4 | 18.1 | -7.7 | 0.1 | -2.4 | . | 0.3 | 7.9
CC(=O)C1=CCC(c2ccc(C(C)C)cc2)N(S(=O)(=O)c2ccc(C)cc2)C1 (configuration not stated) | 5.1 | -7.3 | . | 0.2 | 5.4 | -18.7 | -10.4 | .
COc1ccc(C2NC(=O)NC(C)=C2C(=O)OC2CCCCC2)cc1OC (configuration not stated) | 6.8 | -7.3 | -9.4 | 0.1 | -2.9 | -2.3 | -36.1 | -4.0
FC(F)(F)c1ccccc1Cc1c(-c2ccco2)nc2ccc(Br)cn12 | -8.0 | 4.0 | . | 0.2 | -3.1 | -20.9 | 1.1 | .
COc1cccc(CN2CC(C(=O)N3CCCO3)CCC2=O)c1 (configuration not stated) | . | -2.9 | -2.0 | 0.2 | -0.4 | -11.3 | . | 3.7
CCOC(=O)C1=C(CS(=O)(=O)c2ccccc2)NC(=O)NC1c1cccc(OC)c1 (configuration not stated) | -0.1 | -2.6 | -1.7 | 0.0 | -0.5 | -0.3 | 3.2 | .
O=C(C[C@@H]1C[C@H]2c3cc(NS(=O)(=O)c4ccc(F)cc4)ccc3O[C@H]2[C@H](CO)O1)NCc1ccccc1F | -3.3 | -0.7 | -21.1 | 0.2 | 1.2 | 33.4 | 49.0 | -1.1
CC1C(=O)C(C)(C)C(=O)OC1c1ccccc1 (configuration not stated) | -5.6 | 0.6 | -7.9 | 0.0 | 2.1 | -0.8 | 6.8 | .
O=C(CCN1CCCO1)NC1CCCc2c1cnn2-c1ccccc1F (configuration not stated) | 0.3 | 4.8 | 0.5 | 0.0 | -2.8 | 0.8 | . | 1.2
CC(C)N1CCC(N2CCN(Cc3ccc(-c4ccc(Cl)cc4)o3)CC2CCO)CC1 (configuration not stated) | -4.2 | -1.6 | -0.6 | 0.0 | -0.8 | -23.8 | 17.7 | 2.4
COCC(=O)Nc1ccc2c(c1)[C@@H]1C[C@@H](CC(=O)N[C@H](C)c3ccccc3)O[C@@H](CO)[C@@H]1O2 | 0.9 | 0.1 | -6.0 | 0.3 | -0.4 | 14.7 | 7.2 | 4.6
O=C(Cn1c(=O)oc2cc(S(=O)(=O)N3CCCC3)ccc21)Nc1ccccn1 | 2.9 | -0.7 | -1.3 | 0.0 | 0.5 | 0.3 | -1.5 | .
O=C(O)c1ccc(/C=N/Nc2ncc(C(F)(F)F)cc2Cl)cc1 | -0.8 | -3.2 | 26.5 | . | -2.9 | -15.2 | 2.6 | -0.4
CC(=O)c1cccc(CN2CCC(C(=O)Nc3ccc(Oc4cccnc4)cc3)CC2)c1 | 2.0 | 3.0 | -26.3 | 0.0 | -0.7 | 16.6 | 32.2 | 2.5
CNCCCCOc1ccc(C(C)(C)C)cc1Cl | 3.3 | 0.0 | -6.5 | 0.1 | 3.1 | 0.0 | -9.1 | -3.4
CCN(CC)C(=O)c1cccc(-c2csc(C(C)(O)c3ccc(OC)cc3)n2)c1 (configuration not stated) | 1.2 | 7.0 | -26.7 | 1.1 | 0.1 | 40.1 | 44.0 | .
C[C@@H]1CN([C@H](C)CO)C(=O)c2cc(/C=C/c3ccccc3)cnc2O[C@@H]1CN(C)C(=O)C1CCCCC1 | 2.3 | -6.2 | -10.0 | -0.1 | 1.2 | . | -10.6 | 1.0
COc1ccccc1N(CC(=O)Nc1cc(S(=O)(=O)N(C)C)ccc1C)S(=O)(=O)c1cccs1 | 3.9 | 7.1 | -10.6 | 0.0 | -0.2 | -10.0 | -6.4 | -2.4
